bCat nuc transl – beta-catenin nuclear translocation modulation; HeLa beta-catenin nuclear translocation, immunofluorescence imaging; nuclear translocation activity, % at 5 µM; hit rate 0.3% among 190,000;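 active = nuclear translocation activity above 50% at 5 µM, with a well cell count of 50 or more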;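 also: per-cell ratio of nuclear to cytoplasmic median beta-catenin stain intensity; plate controls were DMSO negative control for no effect and GSK-3 inhibitor IX positive control for full effect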
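Read-out: Nuclear/cytoplasmic beta-catenin signal ratio, % activation | Assay system: Human HeLa cell line | Times: 24 h compound exposure at 37°C, 5% CO2 | Signal: Fluorescence imaging of beta-catenin antibody stain plus DAPI | Dosing: 5 µM primary, 0.02–20 µM confirmation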
Ins promoter up – MIN6 insulin promoter up-regulation; MIN6 insulin promoter-GFP reporter, high-content imaging; hits give high values; z-score at 5 µM; hit rate 0.3% among 190,000; AID 1625;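 active = z-score above 3 at 5 µM with at least 500 cells counted in the well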
Autophagy HCS – alters autophagy in cells; MEF GFP-LC3 puncta imaging; test concentration mostly 10 µM; calls only at 10 µM (by protocol); hit rate 0.98% among 190,000;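 active = percentage of spot-positive cells more than 3 SD above its plate mean, without a fluorescence outlier flag or 80% toxicity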;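 also: spot-positive cell cutoff set from DMSO-treated cells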
AID2073 – disruptors of CaV2.2 binding to Mint1 – biochemical, HTRF (AID 2073); HTRF protein-protein interaction, Mint1-CaV2.2; higher % means a stronger effect; inhibition, % at 20 µM, or IC50 in µM where a hit was titrated; hit rate 0.19% among 290,000; in the data active = inhibition mostly above about 51%, no sharp cut-off; also: some results filed as inactive read as strong as hits
MT stabilizer – stabilizes microtubules in HeLa cells. HeLa tubulin immunostaining HCS, 24 h; share of cells brighter than vehicle mean+2SD. hit rate 0.83% among 200,000. % tubulin-high responders, % at 10 µM. AID 2205;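 active = plate Z-score above 3 for both tubulin-high and condensed-nucleus cell shares, with cell loss under 80%, at 10 µM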;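 also: anti alpha tubulin signal scored within the nucleus-defined area of each cell; some results filed as inactive read as strong as hits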
WT yeast gro inh – growth inhibition of WT yeast, mitochondrial fusion screen | inhibition, % at 10 µM | mitochondrial fusion phenotypic screen, WT strain | hit rate 2.1% among 190,000; in the data active = inhibition above about 58%; tested in S. cerevisiae
Yfh1-depleted yeast – mitochondrial function rescue without frataxin homolog – Friedreich's ataxia, plus single-dose screen, dose response (AID 1465); hit rate 0.074% among 220,000; one-dose fold induction at 50 µM; EC50 in µM for titrated hits; S. cerevisiae Yfh1-off respiration, WST-1 reduction, 72 h; higher fold induction means a stronger effect;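 active = fold induction of absorbance versus untreated yeast above a set limit, then at least 30% activation at any dose in follow-up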;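 also: activators that raise dye reduction in frataxin-depleted yeast; strong numbers were not always called active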
HIV fusion peptide – inhibitors of HIV fusion peptide binding, primary screen, biochemical, uHTS, fluorescence dequenching (AID 1986). cell-free peptide binding, fluorescence dequenching, 30 min; higher % means a stronger effect. inhibition, % at 20 µM; hits with a dose series show IC50 in µM. hit rate 0.3% among 290,000; in the data active = inhibition mostly above about 52%, no sharp cut-off; inactive = mostly below about 76%; also: some results filed as inactive read as strong as hits
Dynein transport – blocks dynein driven cargo transport along microtubules; z-score, hits read low; hit rate 0.47% among 220,000; 3617.4 mouse cells, GR-EGFP nuclear translocation imaging; test concentration mostly 20 µM; stimulated with dexamethasone, 1 µM; hits give low values;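 active = plate z-score of nuclear minus cytoplasmic receptor signal below a set negative limit, without overly bright fluorescence or cell loss, cut at about -3.5 in these data, passing the limit was not always enough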;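 also: z-score of nuclear minus cytoplasmic ring GR-EGFP intensity difference per well; some compounds called inactive have numbers as strong as hits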
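Buffer or medium: tet-free medium with charcoal-stripped serum / Also added: dexamethasone agonist, 1.0 µM final, for 30 min / Timing: induction 48 h, compound 1 h, agonist 30 min / Measured by: high-content fluorescence imaging after fixation / Read-out: nuclear-to-cytoplasmic GR-EGFP distribution per well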
WT yeast gro inh mutant strain – further read-out of WT yeast gro inh, marked with its call; inhibition, %; mitochondrial fusion phenotypic screen, mutant strain inhibition
Dynein transport cytoplasmic EGFP – recorded beside Dynein transport, whose call it bears; z-score; measured here: cytoplasmic GR-EGFP intensity; hits give high values
Dynein transport nuclear GR-EGFP – recorded beside Dynein transport, whose call it bears; z-score; measured here: nuclear GR-EGFP intensity;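 lower value marks the stronger effect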
Dynein transport cell count – recorded beside Dynein transport, whose call it bears; z-score; measured here: cell count per field
Ins promoter up cell count – further read-out of Ins promoter up, marked with its call; cell count; measured here: cytotoxicity, nuclei count;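 total cells summed across four imaged fields per well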
bCat nuc transl cell count 5 µM – further read-out of bCat nuc transl, marked with its call; cell count; measured here: cell count, cytotoxicity flag
MT stabilizer Hoechst-high % – recorded beside MT stabilizer, whose call it bears; % Hoechst-high responders; measured here: nuclear condensation Hoechst responders;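 share of cells brighter than vehicle mean plus two SD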
MT stabilizer cytotoxicity % – second read-out of MT stabilizer, no call of its own (marks repeat the call); toxicity, %; measured here: cytotoxicity by cell density;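 0% = mean cell density of plate MIN control wells and 100% = no cells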
Autophagy HCS cell loss 18 h – further read-out of Autophagy HCS, marked with its call; toxicity, %; measured here: cell loss, nuclei count;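 cell loss after 18 h compound exposure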
The depositor's hits bear a star; i = inactive; · = no result given. Rows are unselected, and some 4.2% of all compounds hit somewhere here.

Second line of a record – bCat nuc transl, bCat nuc transl cell count 5 µM, Ins promoter up, Ins promoter up cell count, Autophagy HCS, Autophagy HCS cell loss 18 h, AID2073, MT stabilizer, MT stabilizer Hoechst-high %, MT stabilizer cytotoxicity %, WT yeast gro inh, WT yeast gro inh mutant strain, Yfh1-depleted yeast, HIV fusion peptide, Dynein transport, Dynein transport cytoplasmic EGFP, Dynein transport nuclear GR-EGFP, Dynein transport cell count
Cc1csc(NC(=O)c2cccc(S(=O)(=O)N3CCCCC3)c2)n1
 : ·, ·, -1.9, 1238, i, -5, -4%, 2.2, 2.3, 5.4, 10, 1, i, 1.9%, -0.37, 0.049, 0.072, -0.32
O=C1CCC(C(=O)Nc2ccc(OC(F)F)cc2)N1 (stereo not drawn)
 : -1.7, 975, 0.17, 1282, i, -2, 7%, 4.2, 3.7, 1.0, 0, 3, i, 1.2%, -1.2, 0.0058, -0.33, 0.53
O=C(NC(=S)Nc1ccc(S(=O)(=O)Nc2nccs2)cc1)c1ccccc1
 : -0.8, 1001, 0.07, 1297, i, 30, -4%, 5.7, 2.3, 9.5, 12, 21, i, 5.1%, 0.073, -0.28, -0.11, 1.3
CSCCCNC(=O)c1ccccc1OC1CCN(S(C)(=O)=O)CC1
 : 1.5, 1005, 1.3, 1364, i, -14, 11%, 3.3, 1.2, 8.8, -22, -4, i, 0.0%, -0.98, -0.31, -0.41, 0.86
CCN(CC)c1ccc(S(=O)(=O)N2CCOCC2)cc1NS(C)(=O)=O
 : -0.3, 1133, 0.44, 1284, i, 11, -1%, 2.2, 2.8, 6.2, -6, 6, i, -1.3%, -0.75, -0.35, -0.02, 1
CCCNC(=O)CC1C(=O)N(Cc2ccccc2)C(C)c2nc3ccccc3n21 (stereo not drawn)
 : 0.8, 1156, -0.35, 880, i, -5, 6%, 1.1, 1.0, 0.0, 5, 9, i, 32%, 1.5, 0.1, 0.91, -0.86
Fc1ccc(COc2ccc3ccccc3c2CNc2nn[nH]n2)cc1
 : 9.4, 1028, -0.04, 1332, i, -8, 3%, 3.9, 3.4, 2.1, 0, -17, i, 3.6%, 0.52, -0.37, -0.41, 0.82
CN(C)c1ccc(C(=O)NNC(=O)c2ccc(Cl)cc2)cc1
 : -0.5, 1206, -0.72, 1481, ·, ·, -1%, ·, ·, ·, ·, ·, i, 0.0%, -0.051, -0.22, -0.25, -0.11
COCC(C)n1c(SCC(=O)NC(=O)Nc2ccc3c(c2)OCCO3)nc2ccccc2c1=O (stereo not drawn)
 : -2.5, 1034, -4.5, 608, i, -19, -10%, 5.0, 3.6, 5.4, 16, 4, i, 1.0%, -0.53, -0.36, -0.32, 0.6
CCOC(=O)NC(=O)/C(C#N)=N/Nc1c(F)cccc1F
 : -2.3, 907, 0.77, 1019, i, -10, 9%, 1.0, 0.9, 7.5, 21, 9, i, 5.1%, -0.4, 0.0044, -0.25, 0.51
COc1ccc(C=O)cc1OC(=O)C1(C)Cc2ccccc2C(=O)O1 (stereo not drawn)
 : -3.4, 1057, 0.12, 1617, i, 4, 18%, 2.2, 1.0, 0.4, 15, -12, i, -0.9%, 1.2, -0.25, 0.93, -0.75
O=c1oc2cc(OCc3ccc(C(F)(F)F)cc3)ccc2cc1-c1ccccn1
 : -2.7, 963, 0.01, 1658, i, 6, 14%, 3.7, 3.7, 8.9, -2, -40, i, 1.6%, 0.75, -0.21, -0.1, 0.66
COCCn1c(SCC(=O)NC2CCCC2)nc2cccnc21
 : -2.0, 1107, 0.44, 1222, i, 18, 4%, 3.8, 1.6, 0.8, -10, 0, i, 2.0%, -0.2, 0.0026, -0.22, 0.23
COc1cc(Cl)ccc1NC(=O)COc1ccccc1C(=O)N1CCN(c2ccc(O)cc2)CC1
 : ·, ·, ·, ·, i, -15, 4%, 2.0, 1.4, 9.8, -9, 19, ·, -1.2%, -0.58, 0.3, 0.13, 1.2
Cc1occc1C(=O)NCc1ccc(C(=O)O)o1
 : -3.1, 966, ·, ·, i, 20, 25%, 1.5, 1.5, 5.5, -1, 16, i, 0.5%, -0.15, -0.099, 0.24, 0.18
CCNC(=O)COC(=O)/C=C/c1cccc(F)c1
 : -0.6, 1097, -0.19, 1185, i, -5, 3%, 4.6, 3.7, 7.1, -16, 7, i, -0.7%, -0.0071, -0.35, 0.44, 0.7
Fc1cccc(Cl)c1Cn1nnc2c(NCc3ccncc3)ncnc21
 : 0.8, 1078, 0.09, 1354, i, 8, 13%, 1.5, 1.7, 4.9, 16, -6, i, 0.8%, 0.16, -0.2, -0.03, 0.14
CCCC(=O)Nc1nc(-c2ccc(OC)cc2)cs1
 : 0.2, 1032, ·, ·, i, 20, -4%, 3.4, 1.4, 7.1, 7, 4, i, 0.0%, 0.49, -0.12, 0.25, 1.9
Oc1ccc(CCC2CCCCN2Cc2nc(C3CC3)no2)cc1 (stereo not drawn)
 : -0.4, 1083, 1.2, 1474, i, 17, -4%, 3.2, 2.4, 0.2, -21, 2, i, 1.9%, 0.1, -0.32, 0.093, 1
O=C(Nc1ncnc2sc3c(c12)CCCC3)c1ccncc1
 : 0.9, 1032, -0.42, 1389, i, 5, -4%, 1.7, 1.9, 3.2, -3, 5, i, -0.2%, 0.83, -0.24, 0.31, -0.28
O=C(NCCOc1ccccc1)C1CCCCC1
 : -3.0, 1116, 0.5, 1627, i, -57, -1%, 3.0, 1.4, 2.4, 2, -6, i, 1.1%, 0.22, -0.28, 0.25, 0.32
COc1ccc(-c2csc3nc(C(C)(C)C)oc(=O)c23)cc1OC
 : -0.5, 1088, -0.57, 1488, i, 44, 8%, 2.2, 1.5, 3.5, 15, -12, i, 2.4%, -1, -0.18, -0.9, 0.71
Cc1ccc(NC(=O)COC(=O)/C=C/c2c(C)nn(-c3ccc(F)cc3)c2Cl)cc1F
 : -1.3, 977, ·, ·, i, -6, -1%, 4.9, 3.4, 5.7, -2, -11, i, 2.2%, -0.49, -0.26, -0.42, 0.54
Cc1ccc(OCc2nnc(SCCN3CCOCC3)n2C)cc1
 : -0.4, 1409, -0.52, 1537, i, -17, -1%, 2.1, 3.0, 6.1, -1, -5, i, 2.8%, -0.56, -0.21, -0.15, 0.9
Cc1ccccc1NC(=O)CCCSc1nc2ccccc2s1
 : 0.0, 528, 0.18, 1307, i, 6, 2%, 2.4, 2.2, 2.1, 49, 37, i, 0.0%, 0.98, -0.21, 0.46, -1.3
CS(=O)(=O)N1N=C(c2cccs2)CC1c1ccccc1F (stereo not drawn)
 : -2.5, 929, 0.7, 1166, i, -26, 2%, 1.6, 1.8, 5.6, -6, -4, i, -1.2%, 0.054, -0.28, -0.027, 0.91
CC(C)(C)N1NC2(CCCCC2)NC1=S
 : -2.8, 1025, -0.26, 1542, i, 17, 27%, 3.5, 3.1, 6.3, 13, 15, i, -0.3%, 0.96, -0.2, 1.2, -0.98
C/C(=N\Nc1cc(N2CCOCC2)ncn1)c1cccc([N+](=O)[O-])c1
 : 0.5, 1543, 0.63, 1123, i, -8, 20%, 1.9, 2.2, 3.4, -3, -6, i, -0.7%, 0.048, -0.19, -0.061, 0.34
CC(=O)c1c(C)[nH]c(C(=O)COc2ccc(C#N)cc2)c1C
 : -0.2, 1404, 0.28, 1458, i, 6, -1%, 2.8, 2.0, 8.1, -12, -26, i, -2.0%, -0.75, -0.045, -1.1, -0.18
CC1SC(=NC(=O)c2ccco2)NC1=O (stereo not drawn)
 : -1.1, 995, -0.34, 1412, i, -4, 2%, 6.6, 3.6, 10, 20, 9, i, 2.9%, 0.0054, -0.2, 0.28, -0.39
CCOC(=O)C1CCN(C(=O)c2ccc3snnc3c2)CC1
 : 0.2, 1140, 0.25, 1218, i, 3, 9%, 1.7, 2.1, 5.8, -12, 3, i, 3.3%, -0.36, -0.22, -0.11, -0.46
Cc1ccccc1CSc1nnc2ccc(-c3ccncc3)nn12
 : -1.0, 1100, -0.67, 1309, i, 23, 7%, 3.3, 2.1, 7.9, 0, -1, i, 2.0%, 2, -0.26, 1.3, -0.58
CCn1cc(Br)c(C(=O)Nc2ccc(OC)cc2)n1
 : -0.8, 1079, -0.58, 1298, i, 1, 0%, 4.0, 1.2, 3.4, 22, 12, i, 0.7%, 3.9, -0.056, 1.7, -1.4
CCOC(=O)c1c(C)n2c3c(cc(C)cc13)CCC2
 : 1.8, 912, -0.01, 1598, i, 5, -6%, 0.7, 2.4, 3.2, 7, 8, i, -0.7%, 0.3, -0.39, -0.4, 0.2
O=C(Nc1ccc(Cl)cc1)N1CCN(Cc2ccc3c(c2)OCO3)CC1
 : 0.8, 1361, 0.47, 973, ·, ·, 9%, ·, ·, ·, ·, ·, i, -0.2%, 0.58, -0.76, 0.23, -1.1
O=C(CN1C(=O)c2ccccc2C1=O)Nc1cccc([N+](=O)[O-])c1
 : 1.2, 891, -0.1, 1318, i, 2, -10%, 1.4, 1.6, 11, 7, 9, i, -1.0%, 0.98, -0.2, 0.59, -1.2
O=C(CCc1nnc(COc2ccccc2)o1)NCc1ccccc1
 : 1.6, 974, 0.19, 1460, i, -11, -5%, ·, ·, ·, 0, -15, i, 0.2%, -0.1, -0.26, 0.26, 0.93
CCOc1ccc(NC(=O)CC2C(=O)N(c3cccc(OC)c3)C(=O)N2C(C)C)cc1 (stereo not drawn)
 : -1.8, 1120, 0.4, 1493, i, -18, 24%, 3.9, 1.4, 11, 3, 7, i, 1.2%, -0.51, -0.27, 0.01, 0.17
CCOC(=O)c1sc2nc(CC(=O)OC)nc(NCc3ccc(Cl)cc3)c2c1C
 : ·, ·, 0.11, 1017, i, 34, 21%, 1.9, 1.6, 7.9, 3, -19, i, 3.6%, -0.25, -0.19, 0.21, 0.54
Cc1nc2ccc(Br)cn2c1C(=O)N/N=C\c1ccccc1[N+](=O)[O-]
 : -0.2, 1480, -0.65, 1515, i, 3, 16%, 2.2, 1.8, 6.7, -7, -20, i, -1.9%, 0.014, -0.22, 0.27, -0.27
